Source: PubChem BioAssay
MEKK2 mut-MEK5 = signal of MEK5 binding to mutant human MEKK2 PB1 domain | bead flow cytometry, Alexa488-MEK5 binding to MEKK2 mutant | percent response, % at 10 µM | 290,000 compounds, 0.35% hits | AID 1530; in the data active = percent response above about 24%, passing the limit was not always enough; also: inactives centre near 1; some results filed as inactive read as strong as hits
CRFBP-R2 agonist = agonists of human CRF-binding protein/CRF-R2 receptor complex. AID 588473. 350,000 compounds, 0.46% hits. HEK293 CRF-R2/CRF-BP, calcium dye fluorescence (FLIPR); percent of saturating CRF peptide response. activation, % at 13.2 µM;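 active = activation of at least 50%, plus an integration ratio under a set limit after plate pattern correction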;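 also: plate controls were neutral control wells without compound for no effect and CRF at EC100 for full effect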
FID counter = displaces DNA intercalator in HCV helicase counter-screen; DNA fluorescent intercalator displacement, fluorescence; inhibition, % at 7.9 µM; 290,000 compounds, 0.17% hits; in the data active = inhibition above about 37%;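 also: 0% = vehicle and 100% = reference compound; higher means more ethidium bromide displaced from hairpin DNA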
CRFBP-R2 block = blocks CRF-induced signaling of the CRF-BP/CRF-R2 complex; inhibition, % at 11.8 µM; HEK293 CRF-R2/CRF-BP, CRF-induced calcium fluorescence; AID 588475; 350,000 compounds, 0.59% hits;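 active = inhibition of the ligand-induced calcium signal above about 50% at the single tested concentration, limit read from the data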
NS3 helicase inh = HCV NS3 helicase inhibition; NS3 helicase DNA unwinding, Cy5 molecular beacon fluorescence; 290,000 compounds, 0.56% hits; inhibition, % at 10.9 µM;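 active = inhibition above the mean of all tested compounds plus 3 SD, set per campaign, cut at about 35% in these data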;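 also: 0% = DMSO wells and 100% = thioflavine S control wells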
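Material: hepatitis C virus NS3 helicase domain fragment enzyme; measured by: Cy5 fluorescence, 0 and 60 min reads; control set: DMSO and thioflavine S; incubation: 60 min unwinding reaction at 25 °C after ATP addition; read-out basis: % inhibition from 60/0 min fluorescence ratio, DMSO 0%, thioflavine S 100%; repeats: singlicate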
MEKK3 PB1 HTS = modulators (inhibitors or enhancers) of MEK5 binding to human MEKK3 PB1 domain. AID 1529. bead-based flow cytometry, Alexa488-MEK5 binding to MEKK3; actives lie on both sides; 0 = blocked by unlabeled MEK5, 100 = vehicle. Q99759. 290,000 compounds, 1.4% hits. binding response (% of control), % at 10 µM;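 active = binding response more than 3 SD above or below the average of its plate-row segment, actives on both sides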;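 also: Alexa488 bead fluorescence after subtracting the streptavidin-only scavenger bead signal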
Target sequence (Q99759 whole entry, looked up, the tested form may be a part): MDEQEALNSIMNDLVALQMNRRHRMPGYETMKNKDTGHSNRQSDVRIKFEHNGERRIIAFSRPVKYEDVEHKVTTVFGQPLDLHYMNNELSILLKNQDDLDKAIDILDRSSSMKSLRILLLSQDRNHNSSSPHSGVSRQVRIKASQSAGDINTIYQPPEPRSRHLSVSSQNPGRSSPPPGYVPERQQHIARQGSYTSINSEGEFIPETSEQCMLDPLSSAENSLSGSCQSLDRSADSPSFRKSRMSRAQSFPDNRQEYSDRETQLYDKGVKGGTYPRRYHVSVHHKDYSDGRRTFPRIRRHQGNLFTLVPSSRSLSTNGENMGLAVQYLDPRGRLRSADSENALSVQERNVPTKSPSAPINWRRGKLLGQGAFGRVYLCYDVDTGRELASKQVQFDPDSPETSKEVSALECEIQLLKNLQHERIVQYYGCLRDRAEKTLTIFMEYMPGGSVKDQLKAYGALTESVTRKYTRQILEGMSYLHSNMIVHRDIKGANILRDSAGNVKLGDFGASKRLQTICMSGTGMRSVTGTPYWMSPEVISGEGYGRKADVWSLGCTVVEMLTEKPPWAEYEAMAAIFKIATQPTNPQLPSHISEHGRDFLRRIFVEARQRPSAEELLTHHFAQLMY
GalR3 antagonist = blocks the human galanin receptor 3; inhibition, % at 3 µM; HEK293 GalR3-CNG cAMP membrane potential fluorescence; galR3 body fused to GalR1 C-terminus; O60755; AID 651719; 360,000 compounds, 0.44% hits;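 active = inhibition above the screen-wide average plus 3 SD, cut at about 13% in these data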;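 also: forskolin and galanin both at EC90 stimulate the cells; cAMP rise reported by CNG channel membrane potential dye signal; 0% = forskolin plus galanin with DMSO and 100% = forskolin alone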
Target sequence (O60755 1-299 limits assumed): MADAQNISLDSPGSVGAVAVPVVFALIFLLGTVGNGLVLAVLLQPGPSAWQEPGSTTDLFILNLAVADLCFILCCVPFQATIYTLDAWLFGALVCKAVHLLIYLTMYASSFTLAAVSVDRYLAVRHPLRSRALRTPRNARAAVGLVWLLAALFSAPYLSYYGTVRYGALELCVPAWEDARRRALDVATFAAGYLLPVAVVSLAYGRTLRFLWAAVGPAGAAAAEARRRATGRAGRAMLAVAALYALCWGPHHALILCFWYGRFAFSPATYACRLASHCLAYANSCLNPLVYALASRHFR
MEKK2 WT-MEK5 = raises or lowers MEK5 binding to wildtype human MEKK2 PB1 domain; Q9Y2U5; bead flow cytometry, Alexa488-MEK5 binding to MEKK2 WT; actives lie on both sides; binding response (% of control), % at 10 µM; 290,000 compounds, 1.1% hits; in the data active = binding response below about 67% or above about 130%
SUMO HTRF inh = inhibitors of human SUMOylation (UBC9). P63279. HTRF SUMOylation assay, SAE1/SAE2 + UBC9, in vitro. inhibition, % at 35 µM. 290,000 compounds, 0.36% hits; in the data active = inhibition above about 50%, passing the limit was not always enough; also: strong numbers were not always called active
Target sequence (P63279 whole entry, looked up): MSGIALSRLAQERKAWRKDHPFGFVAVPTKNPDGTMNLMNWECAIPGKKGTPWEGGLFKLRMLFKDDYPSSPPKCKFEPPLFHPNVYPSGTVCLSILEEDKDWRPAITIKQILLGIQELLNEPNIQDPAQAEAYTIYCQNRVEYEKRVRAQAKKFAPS
Starred values were filed as active, the others as inactive; [ ] = another dose, or the depositor's remark.

Cc1ccc(C(=O)Nc2ccccc2C(=O)O)cc1S(=O)(=O)Nc1ccccc1 was read as MEKK2 mut-MEK5 2, CRFBP-R2 agonist -0.4, FID counter -4, CRFBP-R2 block 3, NS3 helicase inh 16, MEKK3 PB1 HTS 100, GalR3 antagonist -15, MEKK2 WT-MEK5 101 and SUMO HTRF inh 16.
`Cc1ccc(-n2nc3c(c2NC(=O)c2ccco2)CS(=O)(=O)C3)c(C)c1` gave MEKK2 mut-MEK5 -2, CRFBP-R2 agonist -2.5, FID counter -13, CRFBP-R2 block 4, NS3 helicase inh -2, MEKK3 PB1 HTS 97, GalR3 antagonist 0, MEKK2 WT-MEK5 98 and SUMO HTRF inh 15.
O=C(CN1C(=O)/C(=C\c2cccc(Br)c2)Oc2ccccc21)NCCCN1CCOCC1 was read as MEKK2 mut-MEK5 10, CRFBP-R2 agonist -1.4, FID counter 27, CRFBP-R2 block 14, NS3 helicase inh -36, MEKK3 PB1 HTS 107, GalR3 antagonist 4, MEKK2 WT-MEK5 132 and SUMO HTRF inh 20.
O=S(=O)(Nc1nc2ccccc2nc1N1CCN(c2ccccc2)CC1)c1ccc(F)cc1 was read as MEKK2 mut-MEK5 -3, CRFBP-R2 agonist 7.8, FID counter -27, CRFBP-R2 block 0, NS3 helicase inh 9, MEKK3 PB1 HTS 99, GalR3 antagonist 8, MEKK2 WT-MEK5 91 and SUMO HTRF inh 7.
COC(=O)c1ccc(COc2ccccc2/C=N/NS(=O)(=O)c2ccc(C)cc2)cc1 was read as MEKK2 mut-MEK5 -4, CRFBP-R2 agonist 0.9, FID counter -1, CRFBP-R2 block -9, NS3 helicase inh -4, MEKK3 PB1 HTS 90, GalR3 antagonist -5, MEKK2 WT-MEK5 92 and SUMO HTRF inh -27.
Screening CC1(C)Cc2c(ccc3ccccc23)/C(=C/C#N)N1 returned MEKK2 mut-MEK5 0, CRFBP-R2 agonist 0.2, FID counter -2, CRFBP-R2 block -13, NS3 helicase inh -3, MEKK3 PB1 HTS 100, GalR3 antagonist -2, MEKK2 WT-MEK5 98 and SUMO HTRF inh 11.
CC(=O)c1cn(-c2ccc(Cl)cc2)c(=O)[nH]c1=O was read as MEKK2 mut-MEK5 4, CRFBP-R2 agonist -1.2, FID counter 0, CRFBP-R2 block -2, NS3 helicase inh -3, MEKK3 PB1 HTS 101, GalR3 antagonist -10, MEKK2 WT-MEK5 103 and SUMO HTRF inh -12.
Cc1ccc(N2C(=O)CC(c3ccsc3)C3=C2CC(C)(C)CC3=O)cc1 (centres undefined) was read as MEKK2 mut-MEK5 1, CRFBP-R2 agonist -2.9, FID counter -27, CRFBP-R2 block -19, NS3 helicase inh -7, MEKK3 PB1 HTS 104, GalR3 antagonist -4, MEKK2 WT-MEK5 109 and SUMO HTRF inh 31.
Screening COCCNC(=O)C(c1ccc(Cl)cc1)N(CCOC)C(=O)CCC(=O)Nc1nccs1 (centres undefined) returned MEKK2 mut-MEK5 -4, CRFBP-R2 agonist 0.2, FID counter -18, CRFBP-R2 block -11, NS3 helicase inh 0, MEKK3 PB1 HTS 104, GalR3 antagonist -7, MEKK2 WT-MEK5 103 and SUMO HTRF inh 12.
Screening COC(=O)C1CCN(C(=O)/C=C/c2ccc3c(c2)OCO3)CC1 returned MEKK2 mut-MEK5 2, CRFBP-R2 agonist -0.9, FID counter -6, CRFBP-R2 block 7, NS3 helicase inh 3, MEKK3 PB1 HTS 107, GalR3 antagonist -8, MEKK2 WT-MEK5 106 and SUMO HTRF inh 5.
O=C(Nc1nc2c(Cl)ccc(Cl)c2s1)C1CC1 was read as MEKK2 mut-MEK5 -1, CRFBP-R2 agonist 5.0, FID counter 2, CRFBP-R2 block -48, NS3 helicase inh 0, MEKK3 PB1 HTS 98, MEKK2 WT-MEK5 98 and SUMO HTRF inh 8.
For O=C(CNC(=O)c1cccs1)OCC(=O)c1ccccc1 the results were MEKK2 mut-MEK5 -13, CRFBP-R2 agonist 0.2, FID counter 1, CRFBP-R2 block 3, NS3 helicase inh 2, MEKK3 PB1 HTS 75, GalR3 antagonist -4, MEKK2 WT-MEK5 76 and SUMO HTRF inh -13.
`O=C(COc1ccccc1)NNC(=O)c1cc2ccccc2oc1=O` gave MEKK2 mut-MEK5 3, CRFBP-R2 agonist -1.4, FID counter -8, CRFBP-R2 block 5, NS3 helicase inh 3, MEKK3 PB1 HTS 106, GalR3 antagonist 1, MEKK2 WT-MEK5 105 and SUMO HTRF inh 1.
For Cc1ccc(-c2nnc(-n3nc(C)cc3C)c3ccccc23)cc1 the results were MEKK2 mut-MEK5 0, CRFBP-R2 agonist -0.3, FID counter -22, CRFBP-R2 block 16, NS3 helicase inh -2, MEKK3 PB1 HTS 137*, GalR3 antagonist 5, MEKK2 WT-MEK5 104 and SUMO HTRF inh -10.
O=c1cc(-c2ccccc2)nc2nc(-c3ccccc3)[nH]n12 was read as MEKK2 mut-MEK5 7, CRFBP-R2 agonist -1.4, FID counter 0, CRFBP-R2 block 10, NS3 helicase inh 7, MEKK3 PB1 HTS 110, GalR3 antagonist -1, MEKK2 WT-MEK5 107 and SUMO HTRF inh 2.
`COc1ccc(/C=N/NC(=O)c2nc(Cl)c(Cl)c(N)c2Cl)cc1COc1ccccc1F` gave MEKK2 mut-MEK5 -6, CRFBP-R2 agonist 0.9, FID counter -2, CRFBP-R2 block 14, NS3 helicase inh -2, MEKK3 PB1 HTS 97, GalR3 antagonist -2, MEKK2 WT-MEK5 93 and SUMO HTRF inh 32.
CN(C)CCCN(C(=O)c1ccc(S(=O)(=O)N2CCCCC2)cc1)c1nc2cc3c(cc2s1)OCO3 was read as MEKK2 mut-MEK5 22, CRFBP-R2 agonist 11, FID counter 38*, CRFBP-R2 block -24, NS3 helicase inh -43, MEKK3 PB1 HTS 110, GalR3 antagonist -5, MEKK2 WT-MEK5 132 and SUMO HTRF inh 7.
For S=C1NCN(Cc2ccco2)CN1c1ccccc1 the results were MEKK2 mut-MEK5 -9, CRFBP-R2 agonist 2.2, FID counter -2, CRFBP-R2 block 6, NS3 helicase inh -2, MEKK3 PB1 HTS 91, GalR3 antagonist -6, MEKK2 WT-MEK5 93 and SUMO HTRF inh 23.
Screening Cc1ccc2oc(/N=C(\N)NC(=O)C3CC3)nc2c1 returned MEKK2 mut-MEK5 0, CRFBP-R2 agonist -3.6, FID counter -7, CRFBP-R2 block -6, NS3 helicase inh -9, MEKK3 PB1 HTS 103, GalR3 antagonist -5, MEKK2 WT-MEK5 101 and SUMO HTRF inh 11.
Screening CCOc1ccc(NC(=O)CCC(=O)OC)cc1 returned MEKK2 mut-MEK5 -3, CRFBP-R2 agonist -0.7, FID counter 3, CRFBP-R2 block 1, NS3 helicase inh -9, MEKK3 PB1 HTS 101, GalR3 antagonist 6, MEKK2 WT-MEK5 98 and SUMO HTRF inh 10.
Cn1c(=O)c2c(nc(NCc3cccnc3)n2Cc2ccc(Cl)cc2)n(C)c1=O was read as MEKK2 mut-MEK5 2, CRFBP-R2 agonist -0.1, FID counter -16, CRFBP-R2 block -8, NS3 helicase inh 0, MEKK3 PB1 HTS 106, GalR3 antagonist 24*, MEKK2 WT-MEK5 107 and SUMO HTRF inh 3.
For Cc1cc2oc(=O)cc(CN3CCOCC3)c2cc1C(C)C the results were MEKK2 mut-MEK5 -1, CRFBP-R2 agonist -2.5, FID counter -30, CRFBP-R2 block 8, NS3 helicase inh 5, MEKK3 PB1 HTS 101, GalR3 antagonist -6, MEKK2 WT-MEK5 96 and SUMO HTRF inh -10.
Screening CCC(C)Sc1nc2c(c(=O)[nH]c(=O)n2C)n1Cc1ccc(Cl)cc1 (centres undefined) returned MEKK2 mut-MEK5 4, CRFBP-R2 agonist -2.3, FID counter -16, CRFBP-R2 block -107, NS3 helicase inh 2, MEKK3 PB1 HTS 105, GalR3 antagonist -4, MEKK2 WT-MEK5 104 and SUMO HTRF inh 8.
Screening COCc1cc(=O)n2[nH]c(C(C)(C)C)cc2n1 returned MEKK2 mut-MEK5 -6, CRFBP-R2 agonist -1.1, FID counter -1, CRFBP-R2 block 5, NS3 helicase inh -8, MEKK3 PB1 HTS 98, GalR3 antagonist -1, MEKK2 WT-MEK5 103 and SUMO HTRF inh 7.
Screening O=C(CSc1ncnc2c1cnn2CCc1ccccc1)Nc1ccc(F)cc1 returned MEKK2 mut-MEK5 1, FID counter -4, NS3 helicase inh 4, MEKK3 PB1 HTS 102, MEKK2 WT-MEK5 103 and SUMO HTRF inh -8.
For Cc1ccc(C)c(NC(=O)c2cc(-c3ccccc3)nn2-c2ccccc2)c1 the results were MEKK2 mut-MEK5 -1, CRFBP-R2 agonist 2.6, FID counter -16, CRFBP-R2 block 29, NS3 helicase inh -8, MEKK3 PB1 HTS 60*[inhibitor], GalR3 antagonist -5, MEKK2 WT-MEK5 96 and SUMO HTRF inh 1.
CCOC(=O)CNC(=O)Cn1cnc2c(nnn2-c2cccc(Cl)c2)c1=O was read as MEKK2 mut-MEK5 -8, CRFBP-R2 agonist -2.9, FID counter -4, CRFBP-R2 block 4, NS3 helicase inh -2, MEKK3 PB1 HTS 84, GalR3 antagonist -5, MEKK2 WT-MEK5 92 and SUMO HTRF inh -10.
Screening COc1ccc(NC(=O)Oc2cc(C)ccc2C(C)C)cc1 returned MEKK2 mut-MEK5 5, CRFBP-R2 agonist -0.7, FID counter -15, CRFBP-R2 block -7, NS3 helicase inh -14, MEKK3 PB1 HTS 103, GalR3 antagonist 6, MEKK2 WT-MEK5 98 and SUMO HTRF inh -2.
Screening O=C(NCc1ccc(Cl)cc1)c1ccc(CNc2c(N3CCOCC3)c(=O)c2=O)cc1 returned MEKK2 mut-MEK5 2, CRFBP-R2 agonist 1.7, FID counter -11, CRFBP-R2 block 2, NS3 helicase inh 8, MEKK3 PB1 HTS 99, GalR3 antagonist 3, MEKK2 WT-MEK5 96 and SUMO HTRF inh 7.
COC(=O)CSc1nc2ccccn2c(=O)c1C=O was read as MEKK2 mut-MEK5 8, CRFBP-R2 agonist 0.0, FID counter 0, CRFBP-R2 block -1, NS3 helicase inh -22, MEKK3 PB1 HTS 106, GalR3 antagonist -4, MEKK2 WT-MEK5 104 and SUMO HTRF inh -7.
`CCCn1c(=N)n(CC(=O)c2ccc(Cl)c(Cl)c2)c2ccccc21` gave MEKK2 mut-MEK5 29*, CRFBP-R2 agonist 4.3, FID counter 3, CRFBP-R2 block -20, NS3 helicase inh -95, MEKK3 PB1 HTS 109, GalR3 antagonist -11, MEKK2 WT-MEK5 139* and SUMO HTRF inh 12.

Arranged by SMILES length (high to low): 3 of the compounds above
Cn1c(=O)c2c(nc(NCc3cccnc3)n2Cc2ccc(Cl)cc2)n(C)c1=O was read as MEKK2 mut-MEK5 2, CRFBP-R2 agonist -0.1, FID counter -16, CRFBP-R2 block -8, NS3 helicase inh 0, MEKK3 PB1 HTS 106, GalR3 antagonist 24*, MEKK2 WT-MEK5 107 and SUMO HTRF inh 3.
For Cc1cc2oc(=O)cc(CN3CCOCC3)c2cc1C(C)C the results were MEKK2 mut-MEK5 -1, CRFBP-R2 agonist -2.5, FID counter -30, CRFBP-R2 block 8, NS3 helicase inh 5, MEKK3 PB1 HTS 101, GalR3 antagonist -6, MEKK2 WT-MEK5 96 and SUMO HTRF inh -10.
Screening COCc1cc(=O)n2[nH]c(C(C)(C)C)cc2n1 returned MEKK2 mut-MEK5 -6, CRFBP-R2 agonist -1.1, FID counter -1, CRFBP-R2 block 5, NS3 helicase inh -8, MEKK3 PB1 HTS 98, GalR3 antagonist -1, MEKK2 WT-MEK5 103 and SUMO HTRF inh 7.

An excerpt. The share of hits here may be higher or lower than overall.
